# Screening data as filed in PubChem BioAssay.
# S100A4 MyoIIA: inhibitors of human S100A4 binding to myosin IIA peptide; hit rate 0.14% among 360,000; inhibition, % at 10.7 µM; P26447; S100A4/TAMRA-MyoIIA peptide fluorescence polarization;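 active means mean inhibition of at least 70% across replicates, with every replicate also reaching that level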
# Target sequence (P26447 whole entry, looked up): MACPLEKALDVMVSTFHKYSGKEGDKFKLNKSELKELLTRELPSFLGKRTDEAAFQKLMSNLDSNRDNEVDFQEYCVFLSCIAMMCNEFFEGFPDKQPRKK
#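 Test system – S100A4 monomer (human) · Compound – single-point compound testing · Schedule – 5 min incubation before reading · Probe or stimulus – TAMRA-labelled myosin IIA heavy-chain peptide probe, 5 nM · Benchmarks – neutral control DMSO, positive control TFP · Medium – Calcium-containing HEPES buffer, pH 7.2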
# RAD54 branch: inhibitors of human RAD54 branch migration; RAD54 Holliday junction branch migration, FAM/BHQ fluorescence; inhibition, % at 10.4 µM; hit rate 0.14% among 360,000; AID 602329;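 active means mean normalized replicate activity at least 40 and at least half of replicates scoring 40 or more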;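 further: 0% = median of neutral control wells and 100% = median of positive control wells; inhibitors cause a drop in the FAM fluorescence signal; in these data hits start at about 50%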
# Target sequence (Q92698 whole entry, looked up): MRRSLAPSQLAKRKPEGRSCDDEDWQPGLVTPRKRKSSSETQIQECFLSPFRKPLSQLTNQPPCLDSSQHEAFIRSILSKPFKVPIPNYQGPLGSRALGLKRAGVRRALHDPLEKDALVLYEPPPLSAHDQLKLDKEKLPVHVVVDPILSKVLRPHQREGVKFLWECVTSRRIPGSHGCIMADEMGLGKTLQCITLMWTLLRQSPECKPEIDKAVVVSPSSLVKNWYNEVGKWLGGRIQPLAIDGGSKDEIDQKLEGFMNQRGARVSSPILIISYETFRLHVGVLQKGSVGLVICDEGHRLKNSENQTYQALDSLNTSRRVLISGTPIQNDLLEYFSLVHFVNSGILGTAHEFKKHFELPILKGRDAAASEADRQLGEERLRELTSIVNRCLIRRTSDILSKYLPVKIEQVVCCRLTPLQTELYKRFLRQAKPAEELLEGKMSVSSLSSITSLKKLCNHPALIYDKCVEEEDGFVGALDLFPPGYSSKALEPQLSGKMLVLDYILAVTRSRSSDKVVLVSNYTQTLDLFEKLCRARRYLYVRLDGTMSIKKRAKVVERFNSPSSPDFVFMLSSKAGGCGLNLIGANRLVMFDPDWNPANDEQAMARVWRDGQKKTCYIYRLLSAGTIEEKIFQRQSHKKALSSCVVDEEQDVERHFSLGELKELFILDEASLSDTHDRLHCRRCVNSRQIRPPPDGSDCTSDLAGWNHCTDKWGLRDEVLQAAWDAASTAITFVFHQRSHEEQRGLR
# ERAP1 inh: blocks human ERAP1 aminopeptidase activity | Q9NZ08 | recombinant ERAP1, Leu-AMC fluorescence, 60 min | inhibition, % at 10.7 µM | hit rate 0.15% among 340,000 | AID 652197;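 active means mean replicate inhibition of at least 30%, or all replicates individually reaching that 30% level; inactive means mean below 30% and not every replicate reaching it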;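 further: 0% = neutral control wells and 100% = L-leucinethiol positive control wells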
# Xi reactivation: X-chromosome reactivation activator; XiGFP mouse fibroblasts, % GFP-positive cells imaging, 3 d; cells co-treated with 5-aza-dC sensitizer; scaled so ellipticine positive control = 100%; activation, % at 7.58 µM; hit rate 0.055% among 360,000; AID 743238;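 active means mean normalized replicate activation at least 10% and every replicate at or above 10%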;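 further: 0% = median of on-plate neutral control wells and 100% = ellipticine 6 µM median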
#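 Assay system – SV40-immortalized XiGFP fibroblast cells, line 68-5-11 · Buffer or medium – DMEM supplemented with 5-aza-dC as sensitizing agent · Dosing – one concentration, pinned · Benchmarks – positive control ellipticine, 6 µM final · Times – 3 days compound exposure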
# RAD52 inh: blocks human RAD52 DNA annealing. inhibition, % at 18.7 µM. P43351. recombinant RAD52 DNA annealing, FRET fluorescence. hit rate 0.46% among 360,000;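 active means every replicate showing at least 50% inhibition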
# esBAF inh: inhibitors of esBAF chromatin remodeling in mouse ES cells; reporter increase, % at 12.5 µM; hit rate 2% among 350,000; Bmi1-luciferase knock-in reporter, 24 h; 100% = twice the neutral-well signal; AID 602393; in the data active means activation above about 40%;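 further: 0% = median of the plate's neutral control wells and 100% = double that signal; a rise in the Bmi1 reporter signal indicates esBAF inhibition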
# ERp5 inh: ERp5 (human) disulfide isomerase inhibition; inhibition, % at 9.99 µM; ERp5 insulin aggregation, absorbance 650 nm, 90 min; hit rate 0.05% among 350,000; Q15084;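 active means mean replicate inhibition above about 25%, with every replicate also reaching it, limit read from the data, passing the limit was not always enough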
# E-selectin induc: E-selectin induction on HUVECs; P16581; HUVEC E-selectin immunofluorescence imaging; normalized: neutral wells 0, TNF-alpha wells 100; activation, % at 7.58 µM; hit rate 0.37% among 260,000;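 active means mean E-selectin-positive cell signal at least 10% of the positive control, reached in at least 60% of replicates, without over 20% cell loss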;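 further: in these data hits start at about 27%; measured in HUVEC primary endothelial cells; signal is the percent of cells scored E-selectin positive by PE staining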
#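 Read-out: % PE-positive cells | Test system: HUVEC | Doses: One compound dose added by pin transfer | Buffer or medium: EGM-2 over gelatin coat | Signal: Immunofluorescence imaging | Benchmarks: TNF-alpha, DMSO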
# Active calls of the source: *; / = not tested or not shown.
1	O=C(/C=C/c1ccccc1)NCc1ccc2c(c1)OCO2
2	COCCCNC(=O)c1cc(S(=O)(=O)N2CCC3(CC2)OCCO3)ccc1F
3	CN1CCN(C(=O)CCc2nc(-c3ccc(Cl)cc3)no2)CC1
4	CC(=O)N1[C@@H]2c3ccc(C4=CCCC4)c(=O)n3C[C@H]1[C@H](CO)[C@H]2C(=O)N[C@H](C)c1ccccc1
5	CCOc1ccccc1N(C)C(=O)c1cn(CC)c(=O)c2cc(OC)c(OC)cc12
6	O=C(NCCCN1CCCC1=O)c1ccc2c(=O)n(-c3ccc(F)cc3)c(=S)[nH]c2c1
7	O=C(c1ccncc1)N1CC(=O)N2[C@H](CO)[C@@H](c3ccc(-c4ccccc4)cc3)[C@@H]2C1
8	Cc1cccc(C)c1Nc1nnc(SCc2cc([N+](=O)[O-])cc3c2OCOC3)s1

Screen / compound no.	1	2	3	4	5	6	7	8
Xi reactivation	0.0	0.0	0.2	-0.1	0.2	0.0	0.1	/
ERAP1 inh	0	-1	8	1	8	3	4	-3
RAD54 branch	6	1	-2	5	1	/	/	-8
esBAF inh	8	2	3	0	-4	/	/	8
E-selectin induc	0.0	0.1	/	-0.3	0.0	-1.5	0.1	/
S100A4 MyoIIA	-3	0	1	-2	-1	12	19	-2
RAD52 inh	-11	-5	-7	-1	-1	3	-3	-6
ERp5 inh	1	3	3	0	-11	2	-1	-5

9	C=CCOC(=O)C1=C[C@@H](C2CCCCC2)C[C@@H](OCc2ccc(CO)cc2)O1
10	Cc1nc2ccccc2n1CCOc1ccccc1
11	COc1ccccc1C#Cc1ccc([C@H]2[C@H](C#N)N(C(=O)C3CC3)[C@H]2CO)cc1
12	CCCC#Cc1cnc2c(c1)C(=O)N([C@H](C)CO)C[C@H](C)[C@@H](CN(C)Cc1ccc(F)cc1)O2
13	CC(C)N(C)c1ncnc2c1ncn2[C@H]1CN(CCN2CCOCC2)C[C@@H](CO)O1
14	COc1cccc(NC(=O)CN(C)CC(=O)NC(C)c2ccccc2)c1 (configuration not stated)
15	COCCn1c(SCC(=O)NC2CCCCC2)nnc1-c1ccco1
16	CCc1ccc(NS(=O)(=O)c2cc3[nH]c(=O)c(=O)[nH]c3cc2C)cc1

Screen / compound no.	9	10	11	12	13	14	15	16
Xi reactivation	0.0	-0.1	-0.1	0.0	0.0	0.0	0.3	0.3
ERAP1 inh	-3	0	-1	-1	0	/	-1	6
RAD54 branch	-1	8	6	3	2	/	11	6
esBAF inh	-2	4	3	-3	0	-9	3	3
E-selectin induc	-0.1	/	-0.4	0.0	-0.1	1.0	0.0	/
S100A4 MyoIIA	2	-2	-10	3	-3	3	1	2
RAD52 inh	-6	-13	2	-3	-2	-5	-7	-1
ERp5 inh	-1	1	-3	0	-2	2	2	5

17	CC(C)n1c(=O)[nH][nH]c1=S
18	Cc1ccc(S(=O)(=O)N2CCCc3ccccc32)cc1C
19	C[C@H](CO)N1C[C@H](C)[C@H](CN(C)S(=O)(=O)c2ccc(Cl)cc2)OCc2ccccc2-c2ccccc2C1=O
20	O=C(NCc1cccnc1)c1cc(S(=O)(=O)N2CCOCC2)c(Cl)cc1Cl
21	Cc1noc(C)c1NC(=O)N[C@H]1C=C[C@H](CC(=O)N2CCN(C)CC2)O[C@@H]1CO
22	O=C(Nc1ccc2c(c1)OCCO2)C(c1ccccc1F)n1c(=O)c(-c2cc3ccccc3[nH]2)nc2ccccc21 (configuration not stated)
23	O=C(O)/C=C\C(=O)Nc1ccc(OCc2ccccc2)cc1
24	c1ccc(-c2nn[nH]n2)nc1

Screen / compound no.	17	18	19	20	21	22	23	24
Xi reactivation	0.0	0.3	-1.1	0.1	0.0	0.1	-0.1	0.0
ERAP1 inh	85*	0	0	1	2	/	4	-1
RAD54 branch	-10	4	7	-2	-4	/	/	/
esBAF inh	/	1	6	10	-2	/	/	/
E-selectin induc	/	/	-0.2	1.5	0.0	1.6	/	/
S100A4 MyoIIA	0	20	5	-25	-3	-3	-6	1
RAD52 inh	-11	14	28	-12	-2	-8	-19	-17
ERp5 inh	2	-2	-5	2	1	2	7	1

25	CC(Oc1cccc(Cl)c1)C(=O)Nc1ccc(N2CCOCC2)cc1N1CCOCC1 (configuration not stated)
26	O=C(CNC(=O)c1ccc(Br)cc1)NC1=NCCS1
27	COc1cc(/C=C/C(=O)NC2CCCCC2)cc(OC)c1OC
28	COc1ccccc1NC(=O)c1c([N+](=O)[O-])cnn1C
29	Cc1nc(CN2CCC(c3ccccc3)CC2)cc(=O)[nH]1
30	CSc1nccc(Oc2cncc(Cl)c2)n1
31	COC(=O)[C@@]12C[C@@H](CC(=O)NCCC(C)C)C(=O)N(Cc3cccc4ccccc34)C1=CCC(C)(C)C2
32	C[C@H]1CN([C@@H](C)CO)C(=O)c2cc(NC(=O)C3CCCCC3)ccc2O[C@H]1CN(C)C(=O)Nc1ccccc1

Screen / compound no.	25	26	27	28	29	30	31	32
Xi reactivation	-0.1	0.2	0.1	0.0	0.0	0.0	/	0.3
ERAP1 inh	-1	-5	0	-5	1	-1	1	4
RAD54 branch	-17	-6	0	-12	/	/	/	8
esBAF inh	3	7	-6	-2	/	/	/	-5
E-selectin induc	0.8	/	/	/	/	/	2.5	-0.3
S100A4 MyoIIA	-5	-4	-2	3	-4	-8	-1	1
RAD52 inh	-3	9	-3	-1	-1	-16	-16	14
ERp5 inh	-2	4	-6	3	5	3	-4	-2

33	CSc1ccccc1NC(=O)CN1CCCCC1
34	Cc1ccccc1S(=O)(=O)N1CCCCN2[C@H](CO)[C@H](c3ccc(-c4cccc(F)c4)cc3)[C@H]2C1
35	Cc1ccccc1S(=O)(=O)N1C[C@H](O)COC[C@H]2O[C@H](CC(=O)N3CCN(C)CC3)CC[C@@H]21
36	COc1ccc2c3c(n(C)c2c1)[C@H](CO)N(C(=O)Nc1ccc(F)cc1)CC31CCN(C)CC1
37	CCC(=O)N1CC[C@@H]2[C@H]1c1cc(-c3ccc(OC)cc3)ccc1N[C@@H]2CO
38	Cc1ccc2oc3c(c(=O)c2c1)C(c1cccc(Cl)c1)N(CCCN1CCOCC1)C3=O (configuration not stated)
39	CCn1c(SCC(=O)Nc2ccc(F)cc2)nc2ccccc2c1=O
40	CCC(C(=O)NCCc1ccc(OC)cc1OC)n1nc(C)n2c(cc3occc32)c1=O (configuration not stated)

Screen / compound no.	33	34	35	36	37	38	39	40
Xi reactivation	0.0	0.0	0.0	0.3	0.1	0.4	0.1	0.4
ERAP1 inh	-1	2	0	-6	/	/	-1	-3
RAD54 branch	/	8	-11	/	-19	10	/	-12
esBAF inh	/	-2	2	/	4	-9	/	-9
E-selectin induc	/	-0.6	0.4	-0.3	-0.4	0.6	-0.1	/
S100A4 MyoIIA	-7	-3	-3	-11	/	-1	-1	-1
RAD52 inh	-7	5	3	19	/	-23	-4	-17
ERp5 inh	0	-5	3	-3	/	0	2	-17

# Some of the entries so far, with two lines to a compound:
# Below each SMILES: Xi reactivation | ERAP1 inh | RAD54 branch | esBAF inh | E-selectin induc | S100A4 MyoIIA | RAD52 inh | ERp5 inh
(34) Cc1ccccc1S(=O)(=O)N1CCCCN2[C@H](CO)[C@H](c3ccc(-c4cccc(F)c4)cc3)[C@H]2C1
→ 0.0 | 2 | 8 | -2 | -0.6 | -3 | 5 | -5
(35) Cc1ccccc1S(=O)(=O)N1C[C@H](O)COC[C@H]2O[C@H](CC(=O)N3CCN(C)CC3)CC[C@@H]21
→ 0.0 | 0 | -11 | 2 | 0.4 | -3 | 3 | 3
(36) COc1ccc2c3c(n(C)c2c1)[C@H](CO)N(C(=O)Nc1ccc(F)cc1)CC31CCN(C)CC1
→ 0.3 | -6 | / | / | -0.3 | -11 | 19 | -3
(37) CCC(=O)N1CC[C@@H]2[C@H]1c1cc(-c3ccc(OC)cc3)ccc1N[C@@H]2CO
→ 0.1 | / | -19 | 4 | -0.4 | / | / | /
(38) Cc1ccc2oc3c(c(=O)c2c1)C(c1cccc(Cl)c1)N(CCCN1CCOCC1)C3=O (configuration not stated)
→ 0.4 | / | 10 | -9 | 0.6 | -1 | -23 | 0
(39) CCn1c(SCC(=O)Nc2ccc(F)cc2)nc2ccccc2c1=O
→ 0.1 | -1 | / | / | -0.1 | -1 | -4 | 2

# New compounds follow:
41	Cc1ccc(S(=O)(=O)N2CCC(C(=O)Nc3cccnc3)CC2)cc1
42	OC(c1ccc(Cl)cc1)c1ncc(-c2ccccc2Cl)[nH]1 (configuration not stated)
43	CC(C)c1ccc(/C=N/NC(=O)c2cccc(S(=O)(=O)N3CCOCC3)c2)cc1
44	C[C@@H]1CN([C@H](C)CO)S(=O)(=O)c2ccc(C#Cc3ccccc3F)cc2O[C@@H]1CN(C)C(=O)Cc1cccnc1
45	O=C(C[C@@H]1CC[C@H]2[C@@H](COC[C@@H](O)CN2C(=O)Nc2ccc(Cl)c(Cl)c2)O1)NCc1ccc(Cl)cc1
46	O=C(NCC1CCCO1)C1CCCN1C(=O)Nc1ccc(Cl)c(Cl)c1 (configuration not stated)
47	CCc1cc(/C(Cc2ccccn2)=N\O)c(O)cc1O
48	CC(=O)c1cc2c(ccc3ccccc32)oc1=O

Screen / compound no.	41	42	43	44	45	46	47	48
Xi reactivation	0.1	0.2	0.0	0.1	0.1	0.0	/	3.3
ERAP1 inh	0	-1	-5	-4	-3	-4	5	-8
RAD54 branch	14	-1	-6	-34	-4	0	-5	6
esBAF inh	-2	17	-2	8	-1	3	19	4
E-selectin induc	-0.1	2.0	-0.1	0.5	0.1	2.0	/	/
S100A4 MyoIIA	5	-5	2	3	2	1	-4	-9
RAD52 inh	-5	-4	-6	7	-1	-6	-9	-6
ERp5 inh	1	-2	-80	0	-2	-17	2	2

49	Cc1ccc(S(=O)(=O)Nc2ccc3c(c2)C(=O)N([C@@H](C)CO)C[C@H](C)[C@H](CN(C)S(=O)(=O)c2cn(C)cn2)OCCCC[C@@H](C)O3)cc1
50	O=c1[nH]c(COc2ccc(Br)cc2Cl)nc2ccccc12
51	COc1ccccc1C(=O)Nc1nnc(-c2ccccc2)s1
52	COC(C[C@@H]1O[C@@H]1[C@@H](O)COCc1ccccc1)OC
53	C[C@@H]1CN([C@H](C)CO)C(=O)c2cccc(NC(=O)c3cnccn3)c2O[C@H]1CN(C)C
54	Cn1ccc2c(N3CCCCCC3)cc3c(c21)C1CCC3C1 (configuration not stated)
55	COC(=O)CCC(C)C1CCC2C3CCC4CC(O)CCC4(C)C3=CC(=O)C12C (configuration not stated)
56	COc1ccccc1N1CCN(C(=O)CCN2C(=O)c3cccc4cccc(c34)C2=O)CC1

Screen / compound no.	49	50	51	52	53	54	55	56
Xi reactivation	0.0	0.2	0.1	0.3	-1.4	/	0.0	0.0
ERAP1 inh	-2	1	2	1	-1	0	2	0
RAD54 branch	4	6	4	2	-2	10	/	/
esBAF inh	-6	45*	47*	6	1	-25	6	/
E-selectin induc	-0.2	-0.7	/	0.1	/	-1.5	/	/
S100A4 MyoIIA	6	-27	-6	-3	17	-3	-3	-3
RAD52 inh	-39	-3	-1	-21	-11	20	-3	-12
ERp5 inh	3	-1	1	3	11	2	3	-5

# In the list so far, 2 have two or more sulfur atoms:
8	Cc1cccc(C)c1Nc1nnc(SCc2cc([N+](=O)[O-])cc3c2OCOC3)s1
49	Cc1ccc(S(=O)(=O)Nc2ccc3c(c2)C(=O)N([C@@H](C)CO)C[C@H](C)[C@H](CN(C)S(=O)(=O)c2cn(C)cn2)OCCCC[C@@H](C)O3)cc1

Screen / compound no.	8	49
Xi reactivation	/	0.0
ERAP1 inh	-3	-2
RAD54 branch	-8	4
esBAF inh	8	-6
E-selectin induc	/	-0.2
S100A4 MyoIIA	-2	6
RAD52 inh	-6	-39
ERp5 inh	-5	3
